# MgcRacGAP inhibition: MgcRacGAP GTPase-activating activity inhibitors, confirmation, biochemical, ADP Hunter fluorescence; hit rate 0.6% among 340,000; inhibition, % at 30 µM, or IC50 in µM where a hit was titrated; MgcRacGAP-stimulated Rac1 GTP hydrolysis, ADP Hunter fluorescence; higher % means a stronger effect; GST-tagged Rac1 F28L mutant substrate;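 active = first-screen hits whose inhibition reached a set limit at any dose in the follow-up dose series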;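 also: fluorescence reports GDP produced by GAP-driven GTP hydrolysis; strong numbers were not always called active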
# Dengue-2 NS5 capping: Dengue-2 NS5 methyltransferase inhibitors, primary screen, biochemical, confirmation dose response (AID 588689). Dengue-2 NS5 methyltransferase capping enzyme assay, biochemical; higher % means a stronger effect. one-dose inhibition, % at 25 µM; IC50 in µM for titrated hits. hit rate 0.3% among 340,000; in the data active = a potency from the dose series
# RSV antiviral HEp-2: RSV antiviral activity via CPE protection, HEp-2 cells, primary 10 µM value included (AID 2391); HEp-2 cells, RSV-induced CPE inhibition; higher % means a stronger effect; one-dose CPE inhibition, % at 10 µM; IC50 in µM for titrated hits; hit rate 0.13% among 310,000; in the data active = a potency from the dose series; also: strong numbers were not always called active
# K1F lysis inhibition: inhibition of K1F phage lysis, E. coli UTI89, bacterial capsule biogenesis inhibitors, alamar blue (AID 488966). E. coli UTI89 K1F phage lysis, alamar blue, 2 h; higher % means a stronger effect. inhibition, % at 100 µM, or IC50 in µM where a hit was titrated. hit rate 0.02% among 340,000;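 active = phage lysis inhibition, versus mean bacterial control, above a set limit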;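 also: capsule biogenesis inhibitors block K1F phage lysis so surviving cells raise fluorescence; higher fluorescence means more inhibition of phage lysis; actives were called in the ten point dose series up to 300 µM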
# Siah-1 displacement: Siah-1 peptide-binding antagonists, primary screen, biochemical, fluorescence polarization, rhodamine-plectin, uHTS (AID 1817); Siah-1 / rhodamine-plectin peptide fluorescence polarization; higher % means a stronger effect; hit rate 0.02% among 290,000; displacement, % at 20 µM, or IC50 in µM where a hit was titrated;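 active = displacement of at least 50% at 20 µM, with a fluorescence ratio check between 0.3 and a set limit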;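 also: plate controls were Siah plus tracer with DMSO for no effect and tracer alone without Siah for full effect; strong numbers were not always called active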
# Large T inhibition: TAg ATPase/helicase activity blockers – biochemical (AID 1903) | SV40 large T antigen ATPase/helicase inhibition assay; higher % means a stronger effect | one-dose inhibition, % at 20 µM; IC50 in µM for titrated hits | hit rate 0.39% among 310,000; in the data active = a potency from the dose series; also: strong numbers were not always called active
# AID2073: disruptors of CaV2.2 binding to Mint1 – biochemical, HTRF (AID 2073) | hit rate 0.19% among 290,000 | inhibition, % at 20 µM, or IC50 in µM where a hit was titrated | HTRF protein-protein interaction, Mint1-CaV2.2; higher % means a stronger effect; in the data active = inhibition mostly above about 51%, no sharp cut-off; also: some results filed as inactive read as strong as hits
# NTR1 agonist: NTR1-driven beta-arrestin-GFP spot formation – imaging, U2OS cells, high content, primary screen (AID 493036) | P30989 | agonist mode | activation, % at 20 µM | hit rate 0.17% among 330,000;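 active = activation at or above 40% of the spot to cytoplasm intensity ratio, with at least 20 cells analyzed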;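 also: 0% = DMSO without peptide and 100% = 100 nM NTR1 peptide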
# Target sequence (P30989 whole entry, looked up): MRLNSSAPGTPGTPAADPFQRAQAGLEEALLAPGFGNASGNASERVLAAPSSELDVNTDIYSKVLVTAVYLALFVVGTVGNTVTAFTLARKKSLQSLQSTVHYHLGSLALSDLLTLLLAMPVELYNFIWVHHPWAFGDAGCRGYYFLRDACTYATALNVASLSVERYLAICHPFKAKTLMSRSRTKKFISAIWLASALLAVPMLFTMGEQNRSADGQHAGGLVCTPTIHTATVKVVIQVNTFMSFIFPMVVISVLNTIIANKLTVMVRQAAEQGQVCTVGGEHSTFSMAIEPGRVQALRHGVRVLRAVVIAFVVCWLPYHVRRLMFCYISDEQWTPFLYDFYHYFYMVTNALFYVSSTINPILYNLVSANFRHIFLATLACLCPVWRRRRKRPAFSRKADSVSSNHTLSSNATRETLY
# West Nile antiviral: West Nile virus antiviral activity, cell-based, CPE readout (AID 1621); West Nile virus-infected cells, CPE inhibition; higher % means a stronger effect; CPE inhibition, % at 10 µM; hits with a dose series show IC50 in µM; hit rate 0.02% among 290,000; in the data active = a potency from the dose series; also: strong numbers were not always called active
# NTR1 agonist cell count 20 µM: further read-out of NTR1 agonist, marked with its call; cell count; measured here: cell count, cytotoxicity flag
# Dengue-2 NS5 capping pilot replicate: recorded beside Dengue-2 NS5 capping, whose call it bears; inhibition, %; measured here: pilot screen replicate inhibition
# * = called active by the depositor; i = inactive; · = not tested or not shown; [ ] = dose if it differs, or a comment.
SMILES,MgcRacGAP inhibition,Dengue-2 NS5 capping,RSV antiviral HEp-2,K1F lysis inhibition,Siah-1 displacement,Large T inhibition,AID2073,NTR1 agonist,NTR1 agonist cell count 20 µM,West Nile antiviral,others
Cc1ccccc1C(=O)Nc1ccc(Br)cn1,-0.5%,0.7%,1.1%,1.9%,0.7%,24.5%,5.5%,0.8,43,0.4%,
Cc1ccc2c(c1)cc(CN(CCc1ccccc1)C(=O)N1CCOCC1)c1nnnn12,4.2%,-7.3%,15.7%,-0.6%,3.3%,-2.2%,-2.4%,4.3,67,-0.6%,
Cc1ccc(C)c(N2CCN(C(=O)c3ccc(CS(=O)(=O)c4ccccc4C)o3)CC2)c1,8.0%,-4.6%,20.2%,-0.1%,-1.3%,18.7%,-4.4%,4.3,95,-0.2%,
Cc1c(NS(=O)(=O)c2cccc(C(=O)OCC(=O)N(C)C3CCCCC3)c2)c(=O)n(-c2ccccc2)n1C,3.0%,0.0%,-0.1%,0.1%,0.8%,12.6%,-4.9%,0.1,49,-0.6%,
Cc1cc(C)cc(C(=O)NC(CC(N)=O)c2ccc(N3CCC(N4CCCCC4)CC3)c([N+](=O)[O-])c2)c1 (stereo not drawn),3.6%,-4.0%,-1.4%,1.1%,0.2%,19.1%,-1.2%,-3.6,81,-0.3%,
CCOc1ccc(C(=O)Nc2cccc(SC)c2)cc1,-2.0%,-7.8%,9.0%,0.5%,3.1%,-2.5%,-1.4%,0.6,47,0.1%,
O=C(NCC(=O)N(CCN1CCOCC1)C(C(=O)NC1CCCC1)c1cccs1)c1ccco1 (stereo not drawn),4.8%,-2.4%,0.6%,5.0%,-2.8%,4.3%,0.4%,0.1,81,-0.2%,
Cc1ccc(C(=O)N/C(=C\c2cn(C)c3ccccc23)C(=O)OCCN(C)C)cc1,16.8%,2.3%,·,0.1%,-2.9%,3.5%,-14.0%,0.6,60,-0.3%,
COCCNc1nc2nonc2nc1N1CCC(N(C)C)C1 (stereo not drawn),5.4%,-5.5%,0.5%,0.0%,2.8%,-1.2%,-12.9%,4.7,65,0.3%,
COc1ccc(-n2nc([N+](=O)[O-])c(=NCCCN3CCCC3=O)n2O)cc1,12.5%,-5.2%,-1.5%,0.5%[50 µM],-0.1%,2.4%,9.7%,0.3,56,1.4%,
O=C(NC1CCCC1)c1cnc2n(c1=O)CCS2,2.3%,1.2%,2.5%,-0.7%,-2.5%,5.3%,-2.7%,0.0,71,-0.4%,
Cc1ccnc(N2CCC(C(=O)NNC(=O)c3ccccc3C)CC2)n1,3.5%,-2.8%,0.8%,2.5%,5.5%,-1.6%,3.3%,-0.5,44,-0.3%,
COc1ccc(N2CC(C(=O)N3CCOCC3)CC2=O)cc1 (stereo not drawn),3.8%,-3.6%,0.7%,0.2%,2.6%,9.2%,11.2%,0.7,55,0.3%,
Cc1ccc2nc(SCc3ccc([N+](=O)[O-])cc3)[nH]c2c1,-2.3%,-3.2%,23.1%,11.7%,-4.3%,8.0%,-6.3%,-0.5,64,-0.2%,
O=C(NCc1cccs1)c1ccc(N2CCCCC2)nc1,9.7%,-1.4%,1.7%,-0.1%,0.4%,10.8%,4.7%,-0.9,41,-0.8%,
C=CCN(C(C)=O)C1CC(=O)N(c2ccc(OCCC)cc2)C1=O (stereo not drawn),18.3%,2.8%,0.0%,-0.1%,-0.2%,3.5%,0.3%,-1.0,64,-0.1%,
Cc1cc(C(F)F)n2ncc(C(=O)NCc3ccccc3)c2n1,2.5%,3.0%,-0.4%,-0.2%,-2.0%,-14.3%,1.2%,-2.5,97,-0.4%,
COC(=O)c1ccc(NC(=O)CN2CCN(CC#N)CC2)cc1,·,1.3%,-1.9%,-0.1%,-0.2%,8.7%,17.9%,-0.2,96,0.2%,
COc1cc(C(=O)n2nc(C)cc2C)cc(OC)c1OC,9.6%,-7.1%,3.7%,-0.1%,-0.4%,0.6%,-5.7%,-0.2,87,0.0%,
CC1CN(c2nc(Nc3ccccc3F)nc(N)c2[N+](=O)[O-])CC(C)O1 (stereo not drawn),·,-11.1%,14.7%,0.2%,0.6%,21.7%,27.2%,1.0,93,-0.6%,
COc1ccc(OC)c(C2NC(=O)NC(C)=C2C(=O)Nc2ccc(C)cc2)c1 (stereo not drawn),8.8%,-6.4%,-0.2%,4.9%,8.0%,12.4%,-1.4%,-0.1,55,0.4%,
O=C(Nc1ccc(C(=O)NC2CCCCC2)cc1)c1cccnc1,5.7%,-2.3%,6.8%,0.1%,-3.5%,4.9%,-9.2%,-1.0,54,-0.3%,
O=C(CNC(=O)c1ccc(F)cc1)Nc1ccccc1C(F)(F)F,10.3%,-4.6%,0.4%,0.1%,0.2%,16.6%,14.4%,0.8,57,1.4%,
Cc1cccc(-c2noc(CCCC(=O)NC3CCCCC3)n2)c1,5.3%,-5.9%,19.0%,-1.2%,6.4%,7.2%,2.5%,1.0,48,-0.5%,
CSCCC(NC(=O)c1ccc(Cl)cc1)C(=O)OCC(C)=O (stereo not drawn),-4.3%,-2.3%,2.3%,-0.7%,0.7%,-1.1%,-10.0%,1.5,42,-0.1%,
O=C(Nc1nnc(C(F)(F)F)s1)c1ccc(Br)s1,18.6%,-11.9%,0.9%,6.6%,4.3%,8.2%,13.3%,14.8,58,-1.5%,
CC(C)C(Sc1nc(-c2ccccc2)cc(-c2ccccc2)c1C#N)C(=O)O (stereo not drawn),9.3%,·,6.7%,-1.8%,1.1%,·,29.7%,7.7,79,0.1%,
N#Cc1c(-c2ccc(F)cc2)c2c([nH]c1=O)-c1ccccc1OC2,11.6%,-9.9%,0.9%,0.6%,32.7%,23.0%,9.6%,1.0,59,0.7%,
Cc1cccc(Nc2ccccc2)c1,15.5%,3.3%,0.8%,0.6%,-1.3%,13.1%,-3.4%,-0.5,34,0.0%,
O=C(CC1SC(=O)NC1=O)Nc1ccc(Cl)cc1 (stereo not drawn),9.2%,8.2%,-0.9%,i,0.7%,6.1%,0.9%,-2.2,86,-0.8%,
COc1ccccc1C1CCN(Cc2ccccc2Cl)CC1,6.9%,0.0%,0.3%,0.1%,11.1%,7.0%,6.5%,-0.3,44,0.1%,
CC(C)c1ccc(Nc2nc(Cl)nc(NCc3ccco3)n2)cc1,4.5%,-12.7%,-2.7%,2.3%[50 µM],4.0%,23.9%,0.8%,5.6,55,-0.1%,
Nc1ncnc(Oc2ccccc2F)c1[N+](=O)[O-],4.5%,-18.6%,2.0%,0.1%,3.4%,7.5%,-16.8%,1.4,61,0.0%,
O=C(c1cccc(Br)c1)N1CCCC1,9.4%,-2.7%,0.2%,3.3%,3.1%,14.3%,-1.7%,0.5,83,0.6%,
COc1ccc(CCNc2ncnc3[nH]ncc23)cc1OC,4.4%,-10.4%,4.6%,0.5%,0.2%,-3.9%,-6.7%,-2.5,80,0.5%,
c1csc(C(c2nnnn2C2CCCC2)N2CCOCC2)c1 (stereo not drawn),5.9%,2.0%,1.3%,0.4%,-0.5%,17.5%,-0.6%,2.1,60,0.5%,
COc1ccc(-n2c(SCC#N)nnc2-c2cccnc2)cc1,3.4%,-5.7%,-0.1%,1.0%,-3.4%,10.0%,-10.4%,-1.4,82,-0.3%,
CN(CCNC(=O)C1CCC(=O)N(Cc2ccc(Cl)cc2)C1)CCc1ccccc1 (stereo not drawn),6.5%,1.9%,-1.1%,1.3%[50 µM],0.1%,0.4%,-0.9%,1.9,32,-0.4%,
CCCC(C)NC(=O)c1cc(C(=O)OC)cc([N+](=O)[O-])c1 (stereo not drawn),5.1%,-6.5%,2.1%,6.3%[50 µM],5.0%,8.8%,-1.1%,-1.5,58,0.2%,
CC(OC(=O)c1ccccc1Br)C(=O)Nc1nc(-c2cccc([N+](=O)[O-])c2)cs1 (stereo not drawn),11.6%,-2.2%,1.8%,1.8%[50 µM],-0.4%,1.9%,3.2%,2.3,49,-0.6%,
CSc1c(C#N)sc(=S)n1-c1ccc(C)cc1,-1.9%,-6.0%,-1.3%,-0.3%,-4.3%,4.7%,3.7%,1.6,97,0.8%,
Cc1cccc(NC(=O)CSc2nnc(CSc3nc(C)cc(C)n3)n2Cc2ccco2)c1,-6.1%,-10.5%,0.4%,-1.5%,0.7%,·,-6.9%,-1.2,70,-0.3%,
Cc1ccc(-c2csc(=S)n2CC(=O)OCC(=O)NCc2ccco2)cc1,8.4%,-3.3%,18.2%,-0.2%,4.4%,-2.0%,-3.9%,-1.1,92,1.9%,
CCN(CC)CCCN1C(=O)C(=O)/C(=C(/O)c2ccc(OC)cc2)C1c1ccco1 (stereo not drawn),10.5%,9.2%,2.8%,0.3%,·,19.8%,·,-1.0,57,·,
Cc1cc(C)cc(C(=O)Nc2ccncc2)c1,5.6%,-5.9%,17.2%,0.2%,2.3%,-8.3%,-7.5%,2.3,53,-1.9%,Dengue-2 NS5 capping pilot replicate=-4.9
COc1ccc(N2C(=O)C3C(c4ccc(C(=O)O)cc4)NC(Cc4ccccc4)(C(=O)O)C3C2=O)c([N+](=O)[O-])c1 (stereo not drawn),7.7%,12.5%,0.9%,-0.1%,-2.3%,5.7%,25.3%,1.1,100,0.1%,
CSc1nsc(/C=C/Nc2cccc(Cl)c2)c1C#N,8.1%,-7.1%,0.4%,0.3%,-2.4%,4.2%,1.5%,-0.6,46,0.0%,
CCOC(=O)N1CCN(S(=O)(=O)c2cc(C)c(C)cc2C)CC1,2.8%,-4.1%,1.4%,4.9%,-1.1%,-2.2%,1.0%,-0.7,62,-0.4%,
COC(=O)c1sccc1S(=O)(=O)Nc1ccc(C)cc1,3.7%,-6.2%,·,0.4%,-0.8%,10.9%,23.6%,-0.4,54,-0.2%,
CC(=O)NC12CC3CC(C1)CC(C(=O)N1CCN(S(=O)(=O)c4ccc(Cl)s4)CC1)(C3)C2,-6.7%,0.0%,1.5%,-0.1%,-1.8%,-1.3%,2.9%,3.5,58,1.0%,
CCOC(=O)c1[nH]c(C)c(C(=O)O)c1C,·,·,·,·,-2.2%,7.3%,1.2%,·,·,-0.2%,
CCCCCCCCNC(=O)/C(C#N)=C/c1ccccc1[N+](=O)[O-],5.9%,-12.4%,13.5%,-5.2%,-0.7%,3.7%,25.1%,16.7,45,-1.3%,
CCOC(=O)Cc1csc(SCC(=O)N(CC(C)C)c2c(N)n(Cc3ccccc3)c(=O)[nH]c2=O)n1,1.8%,-0.7%,-0.4%,1.3%[50 µM],·,7.9%,·,0.8,43,·,
O=C(COC(=O)c1cccc(Br)c1)NCc1ccco1,1.8%,2.3%,·,-2.4%,·,·,·,0.1,60,·,

# Assay outcomes (PubChem BioAssay)
